From PubChem BioAssay
CaV13 ICDI inh = Disruptors of the CACNA1D IQ motif to Ca2+-dependent inactivation inhibitor domain association, primary screening, Förster resonance energy transfer in intact living …; HEK cells, CFP/YFP FRET ICDI-IQ, plate reader, 10 min; percent FRET-ratio fall versus neutral wells; inhibition, % at 12.3 µM; 0.098% of 340,000 active;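 active means mean replicate inhibition of at least 30% and at least 1% of replicates passing that level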;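 further: 0% = median of the neutral control wells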
Vif imaging = HIV Vif inhibition. HEK293T cells, Vif self-association by quenched fluorescence, imaging, 24 h. 0.35% of 340,000 active. inhibition, % at 7.49 µM; in the data active means inhibition above about 50%, passing the limit was not always enough; further: some results filed as inactive read as strong as hits
ABCB6 inh 2 = blocks the human ABCB6 transporter; Q9NP58; K562-ABCB6 porphyrin accumulation, flow cytometry, 1 h; active compounds read low; fluorescence ratio to DMSO, % at 10 µM; 0.19% of 360,000 active; AID 602162;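 active means fluorescence ratio to DMSO below 75%, the collection mean minus 3 SD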;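 further: signal is porphyrin accumulated inside mitochondria; 100% equals median channel fluorescence of DMSO control wells; lower ratio means ABCB6 inhibition with less porphyrin fluorescence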
Target sequence (Q9NP58 whole entry, looked up): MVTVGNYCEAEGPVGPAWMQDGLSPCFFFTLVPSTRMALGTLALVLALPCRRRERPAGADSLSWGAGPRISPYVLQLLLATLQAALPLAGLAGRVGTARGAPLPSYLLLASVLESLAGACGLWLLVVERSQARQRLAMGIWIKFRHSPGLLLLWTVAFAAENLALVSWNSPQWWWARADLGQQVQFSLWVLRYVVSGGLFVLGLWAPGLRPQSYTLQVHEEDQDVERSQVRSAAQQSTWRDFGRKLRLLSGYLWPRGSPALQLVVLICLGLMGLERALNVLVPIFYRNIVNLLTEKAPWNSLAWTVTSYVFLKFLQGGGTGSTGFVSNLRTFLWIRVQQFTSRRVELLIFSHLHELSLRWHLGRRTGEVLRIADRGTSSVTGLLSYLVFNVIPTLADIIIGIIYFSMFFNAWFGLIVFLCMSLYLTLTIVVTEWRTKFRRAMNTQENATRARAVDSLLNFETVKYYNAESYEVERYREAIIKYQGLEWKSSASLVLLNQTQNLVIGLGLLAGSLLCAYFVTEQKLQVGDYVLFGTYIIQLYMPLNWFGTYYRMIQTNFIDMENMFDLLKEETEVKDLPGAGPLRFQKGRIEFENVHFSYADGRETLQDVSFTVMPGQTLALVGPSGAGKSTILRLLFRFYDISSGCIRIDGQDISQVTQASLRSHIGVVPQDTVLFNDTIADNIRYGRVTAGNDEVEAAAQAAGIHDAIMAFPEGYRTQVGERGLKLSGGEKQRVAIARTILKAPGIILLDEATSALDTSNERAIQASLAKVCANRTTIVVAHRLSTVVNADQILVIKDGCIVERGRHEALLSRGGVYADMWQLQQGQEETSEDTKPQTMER
Exocytosis inh = blocks lytic granule exocytosis. AID 651702. TALL-104 LAMP-1 surface exposure, flow cytometry; cells stimulated with thapsigargin and PMA. inhibition, % at 10 µM. 0.66% of 360,000 active;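 active means inhibition above about 55%, limit read from the data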
m5-HT2A agonist = activates the mouse 5-HT2A serotonin receptor. 0.66% of 360,000 active. P35363. CHO-K1 mHTR2A beta-arrestin complementation, luminescence; percent of 30 µM serotonin response. activation, % at 7.6 µM;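 active means activation above a run cutoff, the mean activation of all tested compounds plus 3 SD, cut at about 14% in these data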;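 further: 0% = plate median of compound wells and 100% = 30 µM serotonin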
iPSC survival up = enhancers of human iPSC single-cell survival. hiPSC single-cell survival, ATPlite luminescence; 100% = ROCK inhibitor wells, 0% = DMSO. survival enhancement, % at 20 µM. 0.044% of 360,000 active; in the data active means survival enhancement above about 18%;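 further: cells exposed to compounds for 16 hours before the ATP read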
aDG glyco up = increases alpha dystroglycan glycosylation; Pro5-aDG cells, alpha-DG glycosylation AlphaScreen (IIH6); 0% Pro5, 100% B10-LARGE cell signal; 0.22% of 360,000 active; AID 624168; activation, % at 10 µM;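 active means activation of at least 8% versus controls, or a plate z-score of at least 8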;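 further: Pro5 are CHO cells carrying HIG-tagged alpha-DG that lacks glycosylation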
PDI inh = blocks human protein disulfide isomerase activity; P07237; PDI insulin aggregation turbidity, A650, 90 min; inhibition, % at 10 µM; 0.052% of 350,000 active;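 active means mean inhibition across replicates of 30% or more, whatever share of single replicates reach that level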;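 further: absorbance from insulin aggregation driven by PDI reduction with DTT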
N-glyco inh = N-linked glycosylation inhibition | reporter increase, % at 12.5 µM | 0.23% of 360,000 active | D54 ERlucT glycosylation luciferase reporter, 24 h; percent of 100 nM tunicamycin response | AID 588692;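 active means mean luciferase reporter signal, scaled so untreated is 0 and the glycosylation-blocking control 100, at or above a set limit in every replicate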;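 further: luciferase carries N-glycosylation sites so blocking glycosylation raises the light; 0% = median of neutral control wells and 100% = median of 100 nM tunicamycin wells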
H9c2 protect = modulators protecting cardiomyocytes from myocardial damage; H9c2 cardiomyocytes, H2O2 injury protection, ATPLite, 2 h; protection from H2O2 cell death, % at 20 µM; 0.63% of 360,000 active;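 active means compounds giving at least 50% protection of heart cells from peroxide-induced death in the single-dose screen, raw or plate-pattern-corrected value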;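 further: 0% = DMSO wells with peroxide and 100% = DMSO wells without peroxide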
Starred values were filed as active, the others as inactive; nt = no result given.

(1) FCCCOc1ccc(/C=N/OCc2c(Cl)cccc2Cl)cc1
(2) Cc1nn(C)c(C)c1Nc1ccc(N2C(=O)C3CC=CCC3C2=O)cc1[N+](=O)[O-] (centres undefined)
(3) Cc1cccc(NC(=O)CCSc2nnc(Cc3ccccc3)o2)c1
(4) CCOC(=O)C(=N/O)/C(C)=N/NC(=O)C(=O)Nc1ccc(Cl)cc1
(5) NS(=O)(=O)c1ccc(CNC(=O)NC2(c3ccccc3)CC2)cc1
(6) Cc1cc2c(=O)n(C)c(SCC(=O)Nc3ccc(F)cc3)nc2s1
(7) COc1ccc(CC(=O)Nc2nccs2)cc1S(=O)(=O)N1CCOCC1
(8) Nc1c(C(O)(C(F)(F)F)C(F)(F)F)cc(C(O)(C(F)(F)F)C(F)(F)F)c2ccccc12

assay / entry	1	2	3	4	5	6	7	8
CaV13 ICDI inh	-5	-16	-4	1	-6	-7	-7	nt
Vif imaging	-19	7	2	8	1	8	-9	0
ABCB6 inh 2	96	98	88	98	98	95	94	92
Exocytosis inh	-2	4	-1	-4	-7	-4	-6	8
m5-HT2A agonist	2	3	-4	2	1	7	7	5
iPSC survival up	0.9	-0.4	4.5	-0.4	-0.2	0.5	4.9	-1.5
aDG glyco up	-0.1	0.0	-0.2	0.9	-0.2	-0.3	-0.2	0.1
PDI inh	-7	1	-7	20	10	12	-2	11
N-glyco inh	0	-2	1	6	0	1	2	-10
H9c2 protect	-4	-13	-2	-25	0	4	10	2

(9) O=C(O)C1C=Cc2ccccc2N1C(=O)c1ccccc1 (centres undefined) (tested in a mixture with another compound)
(10) CC1(C)C2CCC1(C)C(OC(=O)C[n+]1ccccc1N)C2 (centres undefined)
(11) COc1ccc(-c2csc3ncnc(N4CCN(c5ccc(OC)cc5)CC4)c23)cc1
(12) Cc1ccc(C)c(NC(=O)C(OC(=O)c2ccc(NC(=O)CC#N)cc2)c2ccccc2)c1 (centres undefined)
(13) COCCCNC(=O)CN(c1cc([N+](=O)[O-])ccc1OC)S(C)(=O)=O
(14) CC(C)NC(=S)N(CCc1ccncc1)C(C)C
(15) CC(C)CC(=O)Nc1ccc(C(=O)CN2C(=O)NC3(CCOc4ccccc43)C2=O)cc1 (centres undefined)
(16) Cc1cccc(NC(=O)CC2CCC2)c1

assay / entry	9	10	11	12	13	14	15	16
CaV13 ICDI inh	-6	-5	nt	-6	-5	5	-15	-4
Vif imaging	-3	2	-5	-1	1	4	nt	17
ABCB6 inh 2	109	97	96	100	95	91	97	95
Exocytosis inh	27	-1	10	-1	-1	-6	-5	0
m5-HT2A agonist	0	3	5	1	-4	-2	-3	6
iPSC survival up	1.1	-0.6	-0.3	0.4	0.8	0.5	-0.4	-0.3
aDG glyco up	0.1	-0.2	-0.7	-0.3	0.0	-0.1	0.7	0.2
PDI inh	13	-4	-3	0	-4	1	-1	0
N-glyco inh	0	0	-8	0	1	2	-2	-1
H9c2 protect	0	-2	21	2	1	0	2	-4

(17) O=C(Nc1c(C(=O)N2CCOCC2)cnn1-c1ccccc1Cl)c1ccco1
(18) CC(C)c1ccc(OCC(O)Cn2cnc3ccccc32)cc1 (centres undefined)
(19) CC(=O)C1=C(O)C=C(c2ccco2)CC1c1ccco1 (centres undefined)
(20) C/C=C/Cn1c(Br)nc2c1c(=O)[nH]c(=O)n2C
(21) CCOC(=O)c1ccc2[nH]c3c(c2c1)CCCC3O (centres undefined)
(22) Cc1ccc2c(c1)C(=C(C#N)C#N)C(=O)N2CCN1CCOCC1
(23) O=C(CN(C(=O)c1ccc(Cl)cc1)C1CCCCC1)Nc1ccc(Cl)c([N+](=O)[O-])c1
(24) CCCC(=NCCc1c(C)[nH]c2ccccc12)C1=C(O)CC(c2ccccc2)CC1=O (centres undefined)

assay / entry	17	18	19	20	21	22	23	24
CaV13 ICDI inh	-4	-5	-5	-4	-6	-9	-4	-8
Vif imaging	15	-13	-9	-12	1	-9	-2	7
ABCB6 inh 2	101	89	113	101	95	94	98	102
Exocytosis inh	2	-2	-2	-3	11	-5	-2	5
m5-HT2A agonist	11	-4	-3	-2	-5	2	2	5
iPSC survival up	0.1	1.0	-0.7	1.8	-1.6	-0.8	-0.7	0.4
aDG glyco up	-0.1	2.9	-0.1	-0.1	-0.2	0.1	3.0	-0.3
PDI inh	12	2	-7	5	-1	5	-1	1
N-glyco inh	3	3	0	2	2	-3	-6	13
H9c2 protect	1	-26	7	8	-10	-4	-25	-3

(25) O=C(NCc1ccccc1)c1ccc(C(=O)N(C2CCCCC2)C2CCCCC2)cc1
(26) CCCCP(=O)(CCCC)CCP(=O)(c1ccccc1)c1ccccc1
(27) O=C(/C=C/c1ccccc1)C1=C(O)C(=O)N(CCO)C1c1ccc2c(c1)OCO2 (centres undefined)
(28) COc1ccc(C2C(C#N)=C(N)Oc3c2oc(CO)cc3=O)c(OC)c1OC (centres undefined)
(29) Cc1ccc(OCC(=O)Nc2sc3c(c2C#N)CC(C)(C)NC3(C)C)cc1
(30) COc1ccc(/C=N/NC(=O)c2cc(-c3cccn3C)n[nH]2)cc1OC
(31) O=C(CN1CCOCC1)N/N=C/c1ccco1
(32) C[C@@H]1CN([C@H](C)CO)C(=O)CCCn2nncc2CO[C@H]1CN(C)C(=O)C1CCCCC1

assay / entry	25	26	27	28	29	30	31	32
CaV13 ICDI inh	-4	-3	34*	-6	nt	-18	-4	-3
Vif imaging	nt	-6	-7	0	5	0	-3	2
ABCB6 inh 2	95	99	101	98	101	88	100	103
Exocytosis inh	-2	1	-2	2	8	2	0	0
m5-HT2A agonist	-5	0	4	-3	-2	1	5	-6
iPSC survival up	4.0	-0.6	-2.0	-1.1	-0.6	-2.4	-0.7	0.3
aDG glyco up	0.4	0.0	0.3	0.0	-0.1	-0.3	0.2	0.2
PDI inh	14	6	2	0	1	0	1	11
N-glyco inh	-5	1	2	-1	0	11	2	0
H9c2 protect	-3	0	12	4	4	6	-2	-3

Complete entries, looked up by structure. Order of screens: CaV13 ICDI inh | Vif imaging | ABCB6 inh 2 | Exocytosis inh | m5-HT2A agonist | iPSC survival up | aDG glyco up | PDI inh | N-glyco inh | H9c2 protect
COc1ccc(C2C(C#N)=C(N)Oc3c2oc(CO)cc3=O)c(OC)c1OC (centres undefined) reads -6 | 0 | 98 | 2 | -3 | -1.1 | 0.0 | 0 | -1 | 4
COc1ccc(/C=N/NC(=O)c2cc(-c3cccn3C)n[nH]2)cc1OC reads -18 | 0 | 88 | 2 | 1 | -2.4 | -0.3 | 0 | 11 | 6
O=C(/C=C/c1ccccc1)C1=C(O)C(=O)N(CCO)C1c1ccc2c(c1)OCO2 (centres undefined) reads 34* | -7 | 101 | -2 | 4 | -2.0 | 0.3 | 2 | 2 | 12
C[C@@H]1CN([C@H](C)CO)C(=O)CCCn2nncc2CO[C@H]1CN(C)C(=O)C1CCCCC1 reads -3 | 2 | 103 | 0 | -6 | 0.3 | 0.2 | 11 | 0 | -3
O=C(CN1CCOCC1)N/N=C/c1ccco1 reads -4 | -3 | 100 | 0 | 5 | -0.7 | 0.2 | 1 | 2 | -2

In the list so far, these contain a thiophene ring, fused or not.
(6) Cc1cc2c(=O)n(C)c(SCC(=O)Nc3ccc(F)cc3)nc2s1
(11) COc1ccc(-c2csc3ncnc(N4CCN(c5ccc(OC)cc5)CC4)c23)cc1
(29) Cc1ccc(OCC(=O)Nc2sc3c(c2C#N)CC(C)(C)NC3(C)C)cc1

assay / entry	6	11	29
CaV13 ICDI inh	-7	nt	nt
Vif imaging	8	-5	5
ABCB6 inh 2	95	96	101
Exocytosis inh	-4	10	8
m5-HT2A agonist	7	5	-2
iPSC survival up	0.5	-0.3	-0.6
aDG glyco up	-0.3	-0.7	-0.1
PDI inh	12	-3	1
N-glyco inh	1	-8	0
H9c2 protect	4	21	4

Further structures.
(33) Cc1ccc(S(=O)(=O)NCCC(=O)NC2CCCC2)cc1
(34) CCCN1CCN(C(=S)Nc2ccccc2C(F)(F)F)CC1
(35) Cc1cc(C)n(-c2c(F)c(F)c(CO)c(F)c2F)n1
(36) CN(c1ccccc1)S(=O)(=O)c1cccc(C(=O)NC2CCCCC2)c1
(37) CCOC(=O)Cc1csc(NC(=O)CSc2nccn2C)n1
(38) Cc1c(C(=O)Nc2ccc(F)cc2)sc2ncn(CC(=O)N3CCCCC3)c(=O)c12
(39) CCOC(=O)COc1ccc([N+](=O)[O-])cc1
(40) O=S(=O)(c1ccc(NC(=S)Nc2ccccc2)cc1)N1CCOCC1

assay / entry	33	34	35	36	37	38	39	40
CaV13 ICDI inh	-5	-3	-6	-2	-3	-7	-5	-2
Vif imaging	14	-14	-8	-6	18	-9	-3	-3
ABCB6 inh 2	96	109	100	98	102	95	96	105
Exocytosis inh	-2	10	-4	-1	-3	3	0	3
m5-HT2A agonist	7	0	10	-4	0	8	3	-1
iPSC survival up	-2.9	-1.3	2.0	-0.2	-0.3	0.3	-0.2	0.2
aDG glyco up	0.0	0.2	-0.1	0.2	3.1	0.3	0.3	0.2
PDI inh	0	-2	-16	-3	-4	6	-1	1
N-glyco inh	3	1	1	-1	1	-3	-1	0
H9c2 protect	4	6	8	3	12	7	-1	0

(41) Cc1[nH]nc(N=CC2=C(O)CC(c3ccco3)CC2=O)c1-c1ccc(Cl)cc1 (centres undefined)
(42) Cc1nnc(SCC(=O)Nc2ccc(S(N)(=O)=O)cc2)n(N)c1=O
(43) O=c1[nH]cnc2c1C1(CCCC1)Cc1ccccc1-2
(44) C/C(=N/NS(=O)(=O)c1ccc(C)cc1C)c1c[nH]c2ccccc12
(45) CCOC(=O)C(C)N1c2cccc3cccc(c23)S1(=O)=O (centres undefined)
(46) CC(C)C(NS(=O)(=O)c1ccccc1F)C(=O)OCC(=O)NCc1ccco1 (centres undefined)
(47) O=C(NCCCN1CCCC1=O)C1CCN(S(=O)(=O)N2CCOCC2)CC1
(48) Cc1nc(NCc2ccco2)c2oc3ccccc3c2n1

assay / entry	41	42	43	44	45	46	47	48
CaV13 ICDI inh	-7	-6	1	-6	-6	nt	nt	-5
Vif imaging	6	3	-12	-3	nt	-7	4	5
ABCB6 inh 2	99	102	92	93	99	94	121	106
Exocytosis inh	98*	0	-2	6	-1	-4	0	-5
m5-HT2A agonist	-4	1	1	3	1	6	4	8
iPSC survival up	-0.3	3.9	-1.3	0.6	-5.0	-0.3	11	-3.1
aDG glyco up	0.1	-0.2	-0.1	-0.3	0.2	-0.3	0.3	2.6
PDI inh	0	-4	10	-2	-7	2	5	-2
N-glyco inh	2	1	2	1	1	2	1	2
H9c2 protect	3	14	-6	-8	4	1	26	-19

(49) CCCc1cc(=O)[nH]c(SCC(=O)c2ccc(S(=O)(=O)N3CCCC3)cc2)n1
(50) N#Cc1ccccc1CSc1ccc(-c2nc3ccccc3[nH]2)cn1
(51) O=C(Nc1cccnc1)c1cc([N+](=O)[O-])ccc1Cl
(52) CC(C)CNC(=O)c1coc(=O)c(Br)c1

assay / entry	49	50	51	52
CaV13 ICDI inh	-4	nt	12	-4
Vif imaging	-3	-6	-3	-3
ABCB6 inh 2	101	91	104	107
Exocytosis inh	-2	-2	-2	-4
m5-HT2A agonist	7	1	-3	1
iPSC survival up	-2.6	2.0	-0.2	2.9
aDG glyco up	0.0	2.0	0.2	-0.3
PDI inh	6	0	2	17
N-glyco inh	6	0	0	20
H9c2 protect	3	11	2	3

No enrichment for hits. About 3.1% of those tested had a hit in this group.
